Screens as filed in PubChem.
ADAM17 inh: inhibitors of human ADAM17; P78536; recombinant ADAM17, EDANS/DABCYL FRET peptide cleavage; inhibition, % at 6.95 µM; hit rate 0.83% among 370,000; AID 720648;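 active = inhibition above the mean of compounds lying between control limits plus 3 SD, set per campaign, cut at about 8.5% in these data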;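 also: 0% = DMSO-only wells as the low control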
DAX1 inh-1: inhibits human nuclear receptor DAX1; HEK293 Gal4-DAX1 luciferase reporter, luminescence; hit rate 0.99% among 340,000; inhibition, % at 6.75 µM; P51843; AID 504766;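 active = inhibition above the mean over all tested compounds plus 3 SD, cut at about 4.2% in these data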;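 also: 0% = DAX1-transfected cells with DMSO and 100% = empty-vector control cells with DMSO; inhibition shows as a rise in luminescence from relieved DAX1 repression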
Target sequence (P51843 207-470 limits assumed): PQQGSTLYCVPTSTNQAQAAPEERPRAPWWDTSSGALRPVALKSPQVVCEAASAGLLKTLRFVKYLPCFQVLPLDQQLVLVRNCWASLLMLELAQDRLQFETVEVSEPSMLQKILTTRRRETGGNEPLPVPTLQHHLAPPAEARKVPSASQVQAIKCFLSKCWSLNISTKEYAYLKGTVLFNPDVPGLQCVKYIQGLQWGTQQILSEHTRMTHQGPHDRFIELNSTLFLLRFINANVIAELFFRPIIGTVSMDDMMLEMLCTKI
GC-A act: GC-A (human) enzyme activation; P16066; HEK293 GC-A cells, cGMP TR-FRET, EC30 ANP; 0% at EC30 ANP, 100% saturating ANP; activation, % at 10 µM; hit rate 0.14% among 370,000; AID 1671463; in the data active = activation above about 40%
PG9 Ab binder: PG9 antibody binding by small molecule. TR-FRET gp120-PG9 antibody binding. inhibition, % at 6.7 µM. hit rate 0.43% among 360,000. AID 624416; in the data active = inhibition above about 8.5%
FXN GAA850 act: increases GAA850 frataxin promoter reporter activity; HEK293 lucGAA850 FXN promoter luciferase reporter, 24 h; percent of 10 µM SAHA response; activation, % at 6 µM; hit rate 0.56% among 360,000; AID 540364;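 active = activation above the average of all compounds screened plus 3 SD, cutoff fixed separately per campaign, cut at about 7.5% in these data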;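 also: 0% = DMSO wells and 100% = 10 µM SAHA wells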
SMARCA2 activ: SMARCA2 function activation, primary screen. MG213 cells, MMTV-luciferase reporter, dexamethasone, overnight. activation, % at 9.1 µM. hit rate 1% among 370,000. AID 652017; in the data active = activation above about 7.8%;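 also: 0% = vehicle wells and 100% = reference activator wells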
ssDAF-12 act: activates DAF-12 receptor from parasite S. stercoralis; HEK293 ssDAF-12/GRIP1 lit1-tk-luc reporter, luminescence; % of 3 µM dafachronic acid response; activation, % at 6.8 µM; hit rate 1% among 370,000;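 active = activation above the mean over all tested compounds plus 3 SD, cut at about 0.9% in these data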;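 also: 0% = DMSO-only wells and 100% = 3 µM delta7-dafachronic acid wells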
ADAM10 inh: inhibits human ADAM10; recombinant ADAM10, EDANS/DABCYL FRET peptide cleavage, 3 h; inhibition, % at 7 µM; hit rate 0.62% among 370,000;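 active = inhibition above a per-campaign cutoff equal to the mean of compounds falling between control-based bounds plus 3 SD, cut at about 20% in these data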;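 also: 0% = DMSO wells while the 100% control is not disclosed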
Target sequence (O14672 214-748 limits assumed): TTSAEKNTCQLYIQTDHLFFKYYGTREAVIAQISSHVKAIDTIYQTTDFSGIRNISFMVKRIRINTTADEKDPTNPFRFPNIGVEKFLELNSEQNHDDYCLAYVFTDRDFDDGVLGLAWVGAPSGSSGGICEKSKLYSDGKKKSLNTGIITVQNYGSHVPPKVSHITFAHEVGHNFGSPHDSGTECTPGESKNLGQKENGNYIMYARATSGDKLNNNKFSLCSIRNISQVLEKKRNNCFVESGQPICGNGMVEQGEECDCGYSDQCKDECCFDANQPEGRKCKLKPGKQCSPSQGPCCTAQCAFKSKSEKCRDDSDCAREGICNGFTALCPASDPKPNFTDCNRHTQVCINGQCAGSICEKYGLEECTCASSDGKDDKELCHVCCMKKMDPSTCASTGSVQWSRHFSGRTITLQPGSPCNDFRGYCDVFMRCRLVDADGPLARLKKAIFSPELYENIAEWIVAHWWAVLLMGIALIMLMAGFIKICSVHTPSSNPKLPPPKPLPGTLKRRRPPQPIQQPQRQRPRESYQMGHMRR
hgDAF12 agonist: activates the H. glycines DAF-12 receptor ligand-binding domain; activation, % at 6.8 µM; HEK293 GAL4-hgDAF12 UAS-luciferase reporter, agonist luminescence; normalized to butyrate control; AID 687014; hit rate 1.8% among 370,000;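 active = activation above a cutoff set at the mean of all screened compounds plus 3 SD, cut at about 10% in these data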;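 also: 0% = DMSO wells and 100% = sodium butyrate wells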
DAX1 inh-2: blocks DAX1 repression of SF-1 activated StAR promoter | hit rate 1.1% among 370,000 | HEK293T StAR-luciferase reporter, SF-1/DAX-1 repression relief | inhibition, % at 6.8 µM | AID 652010;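 active = inhibition above the mean over all tested compounds plus 3 SD, cut at about 3.6% in these data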;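 also: 0% = DAX-1 cells with DMSO and 100% = cells lacking DAX-1 with DMSO; higher inhibition means more luminescence from relief of DAX-1 repression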
hcDAF12 agonist: H. contortus DAF-12 activation, primary screen; activation, % at 6.8 µM; hit rate 1.4% among 370,000; HEK293 hcDAF-12 lit1-tk-luc reporter, luminescence; 0% DMSO, 100% Δ7-dafachronic acid;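 active = activation above the mean of all tested compounds plus 3 SD, cut at about 5.5% in these data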;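 also: 100% = response to 3 µM Δ7-dafachronic acid high control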
* hit, by the source's call; i = inactive; . = no result given.

Letters: A = ADAM17 inh; B = DAX1 inh-1; C = GC-A act; D = PG9 Ab binder; E = FXN GAA850 act; F = SMARCA2 activ; G = ssDAF-12 act; H = ADAM10 inh; I = hgDAF12 agonist; J = DAX1 inh-2; K = hcDAF12 agonist
> CCn1cc(C(=O)NC2CCCC2)c(=O)c2cc(S(=O)(=O)N3CCOCC3)ccc21
  A: -6; B: 2.9; C: 0; D: -0.5; E: -0.4; F: -3; G: -0.5; H: -6; I: 1.2; J: -0.7; K: 0.3
> CC(C)CNS(=O)(=O)c1cc(C(=O)O)c(Cl)cc1Cl
  A: -3; B: 0.1; C: -5; D: 1.4; E: -2.0; F: -1; G: -0.6; H: 4; I: -0.4; J: 0.1; K: -0.7
> C[C@@H](NC(=O)c1coc(=O)c(Br)c1)c1ccccc1
  A: i; B: 1.0; C: 4; D: 3.2; E: 8.8*; F: 7; G: -0.6; H: i; I: 1.6; J: 0.4; K: -0.6
> Cc1ccc(C(=O)NC(C)C2CCCO2)o1 (stereo not given)
  A: -3; B: -0.4; C: 4; D: 0.8; E: 2.2; F: -3; G: -1.2; H: -10; I: 0.7; J: 0.2; K: -1.6
> Cc1cc(=O)c(C(=O)O)nn1-c1ccccc1[N+](=O)[O-]
  A: -2; B: 2.2; C: 3; D: -0.3; E: 1.0; F: -1; G: -0.8; H: -6; I: 1.2; J: -0.1; K: -1.2
> CCOC(=O)N1CCN(c2cccc(C)c2C)CC1
  A: 1; B: 1.8; C: 4; D: -2.0; E: -1.8; F: -1; G: -1.7; H: 5; I: 0.4; J: -0.2; K: 2.9
> Cc1ccc(NC(=O)C2CC(=O)n3c(nc4ccccc43)N2)cc1Cl (stereo not given)
  A: -1; B: -0.5; C: -1; D: -1.4; E: -0.6; F: -1; G: -1.7; H: 1; I: -1.8; J: -0.4; K: 2.4
> CC1=CC(=O)N(c2cccc(C(F)(F)F)c2)C1c1ccc(Cl)cc1 (stereo not given)
  A: 2; B: -1.4; C: -25; D: -2.9; E: 2.5; F: -2; G: -1.5; H: 14; I: 1.5; J: -0.8; K: -1.5
> CCN(CC)c1ccc(NC(=S)NC(=O)C2CCC2)cc1
  A: 3; B: 1.2; C: -6; D: -2.4; E: 3.7; F: 1; G: -0.7; H: 6; I: 1.1; J: -0.6; K: -1.0
> Cc1ccccc1C(=O)c1cccn1CC(=O)NC1CCCC(C)C1C (stereo not given)
  A: -4; B: 0.5; C: 2; D: 0.1; E: -3.4; F: -1; G: -1.3; H: 5; I: -2.8; J: -0.1; K: -2.5
> NS(=O)(=O)c1ccc(NC(=O)COC(=O)C2CCCCC2)cc1
  A: -1; B: 3.4; C: -2; D: -3.1; E: -0.5; F: 1; G: -1.4; H: -3; I: -0.6; J: 0.0; K: -0.3
> Brc1ccc(Sc2cnc3ccccc3n2)cc1
  A: -2; B: 0.4; C: 5; D: 6.7; E: 2.2; F: 2; G: -1.3; H: -6; I: 1.8; J: 0.3; K: -0.3
> O=C(O)CCN1C(=O)/C(=C\c2cccc(Oc3ccccc3)c2)SC1=S
  A: -1; B: -0.6; C: 3; D: 0.4; E: -3.9; F: -7; G: -1.3; H: -1; I: -0.4; J: 0.2; K: -2.6
> CC(O)c1nc2ccccc2n1C1CCCCC1 (stereo not given)
  A: 0; B: -0.8; C: 1; D: 0.9; E: -0.5; F: -2; G: -0.7; H: 4; I: -1.5; J: -0.4; K: -1.8
> CCOC(=O)Cc1csc(NC(=O)CSc2nnnn2-c2ccc(CC)cc2)n1
  A: 2; B: -0.5; C: -2; D: 0.8; E: 0.9; F: -2; G: -1.4; H: -2; I: -1.7; J: -0.6; K: -1.4
> Cn1c(SCCN2CCCC2)nnc1C1CCN(S(=O)(=O)c2cccc(F)c2)CC1
  A: -4; B: 1.3; C: -2; D: 0.5; E: -0.3; F: -3; G: -1.1; H: 5; I: -2.0; J: -0.1; K: 1.5
> CCn1nnnc1NCc1ccc(Cl)cc1
  A: 0; B: 0.4; C: -6; D: -0.2; E: -1.4; F: 2; G: -0.9; H: 7; I: -1.7; J: 0.1; K: -0.5
> COCCCNC(=O)c1c[nH]c2ccc(S(=O)(=O)N3CCc4ccccc43)cc2c1=O
  A: -3; B: 1.6; C: -6; D: 0.5; E: 0.2; F: -5; G: -2.1; H: 6; I: -3.3; J: -2.7; K: -0.4
> CCc1cccc(C)c1NC(=O)Cn1nc(C)n2cccc2c1=O
  A: -7; B: -0.1; C: 0; D: -0.1; E: 1.3; F: -2; G: -0.4; H: -4; I: -0.4; J: -0.3; K: -1.9
> CCN(CC)CCOC(=O)c1ccc(N/C=C(/C#N)c2nc(-c3cccc(OC)c3)cs2)cc1
  A: 2; B: .; C: 1; D: 0.5; E: 2.5; F: -1; G: -1.2; H: -8; I: 1.7; J: -0.3; K: -1.8
> Cc1c(CN(C)C(=O)c2ccc(Br)o2)cnn1C
  A: 3; B: -0.8; C: 1; D: -1.1; E: 0.0; F: -1; G: -0.8; H: 9; I: 0.5; J: 0.1; K: 0.5
> CCOc1ccc2nc(N/C(N)=N/C(=S)Nc3cccc(C)c3)nc(C)c2c1
  A: -17; B: 1.3; C: 3; D: -0.4; E: 1.4; F: -1; G: -1.0; H: -51; I: 1.4; J: 0.1; K: 0.3

Random excerpt: 3 records from the list
Letters: A = ADAM17 inh; B = DAX1 inh-1; C = GC-A act; D = PG9 Ab binder; E = FXN GAA850 act; F = SMARCA2 activ; G = ssDAF-12 act; H = ADAM10 inh; I = hgDAF12 agonist; J = DAX1 inh-2; K = hcDAF12 agonist
> Cn1c(SCCN2CCCC2)nnc1C1CCN(S(=O)(=O)c2cccc(F)c2)CC1
  A: -4; B: 1.3; C: -2; D: 0.5; E: -0.3; F: -3; G: -1.1; H: 5; I: -2.0; J: -0.1; K: 1.5
> CCOC(=O)Cc1csc(NC(=O)CSc2nnnn2-c2ccc(CC)cc2)n1
  A: 2; B: -0.5; C: -2; D: 0.8; E: 0.9; F: -2; G: -1.4; H: -2; I: -1.7; J: -0.6; K: -1.4
> Cc1c(CN(C)C(=O)c2ccc(Br)o2)cnn1C
  A: 3; B: -0.8; C: 1; D: -1.1; E: 0.0; F: -1; G: -0.8; H: 9; I: 0.5; J: 0.1; K: 0.5

Profiles, looked up by structure. Screens in order: ADAM17 inh	DAX1 inh-1	GC-A act	PG9 Ab binder	FXN GAA850 act	SMARCA2 activ	ssDAF-12 act	ADAM10 inh	hgDAF12 agonist	DAX1 inh-2	hcDAF12 agonist
`Brc1ccc(Sc2cnc3ccccc3n2)cc1` is listed as -2	0.4	5	6.7	2.2	2	-1.3	-6	1.8	0.3	-0.3
`CC1=CC(=O)N(c2cccc(C(F)(F)F)c2)C1c1ccc(Cl)cc1` (stereo not given) is listed as 2	-1.4	-25	-2.9	2.5	-2	-1.5	14	1.5	-0.8	-1.5

3 entries out of the list, sorted by SMILES length, high to low:
Letters: A = ADAM17 inh; B = DAX1 inh-1; C = GC-A act; D = PG9 Ab binder; E = FXN GAA850 act; F = SMARCA2 activ; G = ssDAF-12 act; H = ADAM10 inh; I = hgDAF12 agonist; J = DAX1 inh-2; K = hcDAF12 agonist
> Cc1cc(=O)c(C(=O)O)nn1-c1ccccc1[N+](=O)[O-]
  A: -2; B: 2.2; C: 3; D: -0.3; E: 1.0; F: -1; G: -0.8; H: -6; I: 1.2; J: -0.1; K: -1.2
> C[C@@H](NC(=O)c1coc(=O)c(Br)c1)c1ccccc1
  A: i; B: 1.0; C: 4; D: 3.2; E: 8.8*; F: 7; G: -0.6; H: i; I: 1.6; J: 0.4; K: -0.6
> CCc1cccc(C)c1NC(=O)Cn1nc(C)n2cccc2c1=O
  A: -7; B: -0.1; C: 0; D: -0.1; E: 1.3; F: -2; G: -0.4; H: -4; I: -0.4; J: -0.3; K: -1.9
